VIM-2 inhibitor: blocks Pseudomonas aeruginosa VIM-2 metallo-beta-lactamase. AID 1527. inhibition, % at 5.6 µM. actives 0.89% (n = 290,000). purified VIM-2, nitrocefin hydrolysis, epi-absorbance fluorescence;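 active means inhibition above the mean of all tested compounds plus 3 SD, cutoff set per screening run, cut at about 7.5% in these data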;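 further: red hydrolysis product quenches plate fluorescence so inhibitors raise well fluorescence; 0% = enzyme with DMSO and 100% = DMSO without enzyme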
pCIP destab: lowers stability of the mouse p/CIP coactivator protein. Q05BA5. actives 0.01% (n = 290,000). decrease of EGFP signal, % at 10 µM. F442A p/CIP-EGFP cells, EGFP fluorescence, 16 h;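 active means EGFP signal decrease of at least 30% at 10 µM or well 3 SD below plate mean, unless failing retest; inactive means the rest, including hits failing retest or dose response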; further: some compounds called inactive have numbers as strong as hits; many of its hits are not listed in these tables
IMP-1 inh: blocks Pseudomonas aeruginosa IMP-1 metallo-beta-lactamase; purified IMP-1, nitrocefin hydrolysis, epi-absorbance fluorescence; inhibition, % at 5.6 µM; actives 0.45% (n = 290,000);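 active means inhibition above the mean plus 3 SD of all compounds in the same screening run, cut at about 4.5% in these data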;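 further: 0% = IMP-1 with DMSO and 100% = DMSO wells lacking enzyme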
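System: Purified recombinant IMP-1 metallo-beta-lactamase enzyme | Measured by: Fluorescence quenching readout, ex 480/em 530 nm | Replication: Singlicate | Incubation: 15 min preincubation plus 25 min reaction at 25 °C | Evaluation: Percent inhibition from optical density relative to buffer-blank wells | Benchmarks: DMSO with and without IMP-1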
GPR7 antag: blocks human GPR7 receptor signaling | P48145 | GPR7-expressing cells, fluorescence antagonist assay | inhibition, % at 4.4 µM | actives 1.1% (n = 290,000) | AID 1861; in the data active means inhibition above about 16%, passing the limit was not always enough;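 further: cells stimulated with the agonist NPW; 0% = agonist with vehicle and 100% = vehicle without agonist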
Target sequence (P48145 whole entry, looked up): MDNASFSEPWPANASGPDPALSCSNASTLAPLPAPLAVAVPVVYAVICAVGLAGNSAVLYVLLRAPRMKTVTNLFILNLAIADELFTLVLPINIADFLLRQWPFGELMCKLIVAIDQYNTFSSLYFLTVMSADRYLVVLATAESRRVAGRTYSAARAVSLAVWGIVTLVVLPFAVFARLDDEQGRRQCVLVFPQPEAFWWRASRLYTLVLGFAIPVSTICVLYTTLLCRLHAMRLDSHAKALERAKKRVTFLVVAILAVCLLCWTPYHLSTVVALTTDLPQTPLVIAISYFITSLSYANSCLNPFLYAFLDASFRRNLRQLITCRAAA
IDE act: activators of human insulin-degrading enzyme in cells; HEK cells, FAbeta-B cleavage, fluorescence polarization; 0% vehicle, 100% cell-free pure enzyme wells; activation, % at 5.96 µM; actives 0.073% (n = 340,000);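 active means activation above the mean of all tested compounds plus 3 SD, set per screening campaign, cut at about 17% in these data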
PHOSPHO1 inh: blocks human PHOSPHO1 phosphatase activity; Q8TCT1; recombinant PHOSPHO1, absorbance phosphatase assay; inhibition, % at 13.3 µM; actives 1.1% (n = 290,000); in the data active means inhibition above about 60%
Target sequence (Q8TCT1 whole entry, looked up): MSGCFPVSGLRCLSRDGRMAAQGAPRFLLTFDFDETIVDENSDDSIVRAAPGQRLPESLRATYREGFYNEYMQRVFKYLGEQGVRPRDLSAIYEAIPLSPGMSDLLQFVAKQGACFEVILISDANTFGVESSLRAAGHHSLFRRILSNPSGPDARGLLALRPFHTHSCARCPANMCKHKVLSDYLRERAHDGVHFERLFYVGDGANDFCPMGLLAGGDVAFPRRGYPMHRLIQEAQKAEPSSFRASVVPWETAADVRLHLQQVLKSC
PfM18AAP inh: PfM18AAP enzyme inhibition; recombinant PfM18AAP, H-Glu-NHMec fluorogenic cleavage; inhibition, % at 7.35 µM; actives 1.2% (n = 290,000); AID 1822;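 active means inhibition above the campaign mean inhibition over all tested compounds plus 3 SD, cut at about 28% in these data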;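 further: 0% = plate median of test compound wells and 100% = 2 mM ZnCl2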
IDE inh: inhibits human insulin-degrading enzyme in HEK cells. FAbetaB cleavage, fluorescence polarization. inhibition, % at 5.59 µM. actives 0.41% (n = 320,000). AID 434962;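 active means percent inhibition above the average of all tested compounds plus 3 SD, set per screening campaign, cut at about 16% in these data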;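 further: IDE supplied by intact live HEK cells; FP after avidin binding of uncleaved biotin substrate so inhibition keeps polarization high; 0% = DMSO wells and 100% = 60 µM reference IDE inhibitor Ii1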
NALP1 yeast inh: blocks the NALP1 inflammasome reconstituted in yeast. S. cerevisiae NALP1/ASC/caspase-1 growth, X-gal OD620, 72 h. inhibition, % at 10 µM. actives 0.61% (n = 280,000); in the data active means inhibition mostly above about 24%, no sharp cut-off; inactive means mostly below about 32%; further: some compounds called inactive have numbers as strong as hits
Active calls of the source: *; x = no result given.

(1) COc1ccc(/C=C2\N=C(SC)N(c3ccccc3OC)C2=O)cc1
(2) Brc1ccc(-c2csc(N3CCc4ccccc4C3)n2)cc1
(3) Cc1ccc(C(=O)NCCNC(=O)c2ccco2)cn1
(4) COc1cc(CN(CCN(C)C)Cc2ccccc2)ccc1OCc1ccccc1
(5) COC(=O)c1ccc(S(=O)(=O)NNC(=O)COc2ccc(C)cc2)cc1
(6) COc1ccccc1NC(=O)CN1C(=O)CSC(C)C1=O (stereo not drawn)

Assay by compound,1,2,3,4,5,6
VIM-2 inhibitor,-0.4,1.0,-1.2,-0.5,-4.0,-2.8
pCIP destab,9.1,6.6,4.0,-6.5,-16.4,-9.6
IMP-1 inh,-1.5,-0.5,-2.2,-2.0,-2.7,-3.3
GPR7 antag,-13.4,-4.8,-6.3,43.7*,2.1,-13.4
IDE act,-4.0,4.1,1.0,3.5,3.0,4.2
PHOSPHO1 inh,2.2,0.1,47.9,29.1,-1.3,-14.7
PfM18AAP inh,8.4,-1.5,4.6,-5.6,7.0,-2.6
IDE inh,1.9,1.3,-5.1,-1.0,1.7,2.6
NALP1 yeast inh,-4.3,10.6,3.2,22.2,-27.6,34.4

(7) CCOC(=O)c1cnc2ccc(C)cc2c1Nc1ccc(N2CCOCC2)cc1
(8) Cc1nc2ccc(-c3ccccc3)cc2o1
(9) C/C(=N\NS(=O)(=O)c1ccccc1)c1ccc2c(c1)OCO2
(10) CCCCN(C(=O)c1cccc(C)c1)c1c(N)n(CCC)c(=O)[nH]c1=O
(11) CNS(=O)(=O)c1cn(CC(=O)NCc2ccc(N(C)C)cc2)cc1S(=O)(=O)NC
(12) CCOc1ccccc1N(CC(=O)NC1CCCCC1)C(=O)CCCC(=O)Nc1ccccn1

Assay by compound,7,8,9,10,11,12
VIM-2 inhibitor,4.8,-1.0,-2.6,-1.5,-2.1,-0.9
pCIP destab,-14.8,6.8,-11.2,3.6,-11.2,0.9
IMP-1 inh,0.0,-2.6,-1.6,-1.7,-1.8,-1.5
GPR7 antag,-7.8,-5.7,8.4,2.7,-12.4,-3.8
IDE act,2.6,-3.0,-2.3,-1.7,-0.8,3.2
PHOSPHO1 inh,-9.3,79.2*,1.8,-26.1,46.3,1.2
PfM18AAP inh,-26.5,0.2,-7.1,-2.9,18.3,-7.8
IDE inh,2.6,-3.2,4.5,0.6,2.4,2.7
NALP1 yeast inh,x,11.9,8.5,24.6,9.6,6.4

(13) COc1ccc(-n2c(-c3ccc(F)cc3)cnc2SCC(=O)NCc2ccco2)cc1
(14) COc1ccc(/C=C2\SC(=S)N(CC(=O)Nc3nnc(C)s3)C2=O)cc1
(15) COc1cccc(C2CC(c3cccs3)=NN2C(=O)CSc2nc3c(cnn3-c3ccc(F)cc3)c(=O)[nH]2)c1OC (stereo not drawn)
(16) Cc1cc(C(=O)NC2CC(C)(C)Cc3c2cnn3-c2ccccc2)n[nH]1 (stereo not drawn)
(17) COc1cc(/C(O)=C(\C#N)c2nc3ccccc3[nH]2)cc(OC)c1OC
(18) CC(=O)c1ccc(OCCN2CCOCC2)cc1

Assay by compound,13,14,15,16,17,18
VIM-2 inhibitor,-3.3,-3.1,0.9,-0.3,-2.1,0.4
pCIP destab,-11.8,-3.9,-4.9,-5.7,-5.7,-9.8
IMP-1 inh,-1.8,-0.5,0.9,-3.0,-2.7,-2.7
GPR7 antag,7.2,-1.3,-4.6,-16.1,-17.0,-8.6
IDE act,3.7,5.5,6.2,0.2,-5.3,-1.1
PHOSPHO1 inh,-1.4,-11.1,-3.7,41.8,20.1,-11.5
PfM18AAP inh,-1.7,7.7,10.7,8.7,6.2,-6.3
IDE inh,0.4,-1.1,7.4,1.4,x,-2.4
NALP1 yeast inh,7.6,14.8,12.4,-2.6,-7.6,9.0

(19) COC(=O)c1c(NC(=S)Nc2ccc(C(=O)N3CCOCC3)cc2)sc2c1CCC2
(20) COc1ccc(CN2CCN(C(=O)c3ccc(CNS(=O)(=O)c4ccc(C)cc4)cc3)CC2)c(OC)c1OC
(21) CCn1c(-c2ccc(C)cc2)nn(CC(=O)NCCc2ccccc2)c1=S
(22) COc1ccccc1N1CCN(C(=O)c2cc(N3C(=O)C4C5CCC(C5)C4C3=O)ccc2Cl)CC1 (stereo not drawn)
(23) COc1ccccc1CNS(=O)(=O)c1ccc(-c2cnc(C3CC3)o2)cc1
(24) O=C(Nc1ccc(-c2ccccc2)cc1)c1ccccc1

Assay by compound,19,20,21,22,23,24
VIM-2 inhibitor,-3.3,-1.6,-3.5,-2.9,0.5,-1.0
pCIP destab,-4.3,-2.8,-9.1,-5.0,-9.8,-8.5
IMP-1 inh,-4.2,-3.6,-2.9,-2.6,-1.7,-1.5
GPR7 antag,-11.6,-6.9,-5.0,-14.4,32.5,-17.4
IDE act,6.0,7.0,6.6,-16.4,2.3,1.9
PHOSPHO1 inh,-6.2,49.0,2.6,-84.7,22.3,8.5
PfM18AAP inh,2.5,1.6,3.9,0.7,-3.3,-10.2
IDE inh,1.3,1.5,-1.3,31.0*,3.1,-0.2
NALP1 yeast inh,7.2,12.2,34.8,20.2,6.3,11.9

(25) COc1ccc(NC2CCCN(C(=O)CSc3ccccc3)C2)cc1 (stereo not drawn)
(26) COC(=O)CSc1nc2c(cnn2-c2ccc(F)cc2)c(=O)[nH]1
(27) Cn1c(=O)oc2cc(S(=O)(=O)NCCc3ccccc3)ccc21
(28) O=C(Nc1ccc(NC(=O)C2CC2)nc1)c1cccnc1
(29) CSCc1cc(N2CCCC2)nc(-c2ccccc2)n1
(30) CC(=O)Nc1ccc(OCC(O)CNC2CCCC2)cc1 (stereo not drawn)

Assay by compound,25,26,27,28,29,30
VIM-2 inhibitor,0.0,1.4,-1.3,-1.7,1.2,0.9
pCIP destab,3.2,-0.6,1.2,-4.9,-3.9,-9.7
IMP-1 inh,-2.4,-1.7,-0.9,-2.4,-1.5,-1.9
GPR7 antag,-5.6,12.1,-2.0,-8.3,-11.7,-17.4
IDE act,5.0,1.6,0.6,5.4,-1.3,0.0
PHOSPHO1 inh,27.9,37.3,11.4,20.3,27.7,11.4
PfM18AAP inh,9.9,-8.7,-13.2,0.6,-5.1,9.7
IDE inh,3.9,-3.5,2.6,2.1,1.3,-0.2
NALP1 yeast inh,3.1,26.9,8.5,19.4,-1.1,-15.1

(31) COc1cccc(CC2(CO)CCCN(Cc3ccc(OC(F)F)cc3)C2)c1 (stereo not drawn)
(32) O=C(Nn1cnc2ccccc2c1=O)c1ccccc1
(33) CCn1c(SCC(=O)Nc2nnc(C)s2)nnc1C(C)NC(=O)c1ccccc1 (stereo not drawn)
(34) COc1ccc(-c2nnc(NC(=O)c3ccc(S(=O)(=O)N4CCCc5ccccc54)cc3)o2)cc1
(35) Cc1ccc(C)c(OCCC(=O)OCC(=O)Nc2cccnc2Cl)c1
(36) COc1ccc(-c2n[nH]c(=S)n2-c2ccccc2C)cc1OC

Assay by compound,31,32,33,34,35,36
VIM-2 inhibitor,-3.7,-1.8,-3.5,-5.3,-0.2,-0.3
pCIP destab,x,-5.6,-9.1,-13.0,-5.9,-15.9
IMP-1 inh,-3.8,-4.2,-2.4,-3.6,-3.2,-3.1
GPR7 antag,4.9,-11.8,-9.1,-11.3,-2.6,-7.9
IDE act,-4.6,-0.6,5.8,5.3,4.3,-3.7
PHOSPHO1 inh,x,58.6,10.8,50.1,30.1,-154.8
PfM18AAP inh,1.7,-10.1,1.0,-3.5,-8.2,-1.9
IDE inh,-4.0,-0.7,3.5,1.2,-2.5,-0.4
NALP1 yeast inh,x,-4.9,-1.1,-18.2,5.1,-7.2

(37) COc1ccc(N2CCN(C(=O)c3ccc(CNS(=O)(=O)c4ccc(C)cc4)cc3)CC2)cc1
(38) C[C@@H]1CCC(=O)N(CC[C@H](Oc2ccccc2)c2ccccc2)CC1
(39) CCCn1nnnc1NCc1cccc(OC)c1OCC
(40) Cc1cccc2sc(N(CCCN(C)C)C(=O)c3ccc(S(=O)(=O)N4CCc5ccccc5C4)cc3)nc12
(41) CCn1ccnc1CN1CCCC(CO)(Cc2cccc(OC)c2)C1 (stereo not drawn)
(42) O=C(O)/C=C/C(=O)N1N=C(c2ccco2)CC1c1ccco1 (stereo not drawn)

Assay by compound,37,38,39,40,41,42
VIM-2 inhibitor,1.3,-0.8,0.5,-2.4,-3.1,0.4
pCIP destab,-9.1,-7.5,-6.9,0.1,-16.9,6.9
IMP-1 inh,-2.4,0.0,1.8,-0.1,-1.3,-1.8
GPR7 antag,6.7,7.0,1.0,21.4,4.3,-3.2
IDE act,2.0,-0.1,-1.9,1.0,4.0,0.2
PHOSPHO1 inh,57.9,-7.3,2.8,37.7,32.3,1.8
PfM18AAP inh,3.8,10.2,-13.7,-0.7,-11.4,5.5
IDE inh,4.5,5.8,-1.4,3.6,7.1,4.9
NALP1 yeast inh,-3.9,19.1,6.7,27.5,11.7,-1.9

(43) O=C(Nc1cccc(-c2cn3ccccc3n2)c1)c1cnccn1
(44) Cc1ccc(N(Cc2ccc(C(=O)Nc3ccccc3C(=O)NCc3ccco3)cc2)S(C)(=O)=O)cc1C
(45) Cc1nnc(SCc2cc(=O)[nH]c(/N=C(\N)Nc3ccccc3)n2)s1
(46) O=C(Nc1ccc(F)cc1)NC1CCN(Cc2c(F)cccc2Cl)CC1
(47) O=C(CSc1nc2[nH]ncc2c(=O)n1-c1ccccc1)NCc1cccs1

Assay by compound,43,44,45,46,47
VIM-2 inhibitor,-1.9,-0.8,1.0,-2.0,-2.0
pCIP destab,-12.0,-2.2,0.8,-12.5,9.5
IMP-1 inh,-2.8,2.3,0.0,-3.1,-2.9
GPR7 antag,-9.6,8.3,6.7,-17.3,-15.7
IDE act,5.6,2.1,-2.6,2.0,-9.0
PHOSPHO1 inh,1.1,-0.4,15.9,1.0,-4.6
PfM18AAP inh,-9.2,-0.9,15.4,-2.9,56.9*
IDE inh,-4.3,0.9,3.7,2.8,12.9
NALP1 yeast inh,5.4,16.3,18.6,23.7,16.3

In the list so far, 7 have an aryl thioether with sulfur outside any ring.
(13) COc1ccc(-n2c(-c3ccc(F)cc3)cnc2SCC(=O)NCc2ccco2)cc1
(15) COc1cccc(C2CC(c3cccs3)=NN2C(=O)CSc2nc3c(cnn3-c3ccc(F)cc3)c(=O)[nH]2)c1OC (stereo not drawn)
(25) COc1ccc(NC2CCCN(C(=O)CSc3ccccc3)C2)cc1 (stereo not drawn)
(26) COC(=O)CSc1nc2c(cnn2-c2ccc(F)cc2)c(=O)[nH]1
(33) CCn1c(SCC(=O)Nc2nnc(C)s2)nnc1C(C)NC(=O)c1ccccc1 (stereo not drawn)
(45) Cc1nnc(SCc2cc(=O)[nH]c(/N=C(\N)Nc3ccccc3)n2)s1
(47) O=C(CSc1nc2[nH]ncc2c(=O)n1-c1ccccc1)NCc1cccs1

Assay by compound,13,15,25,26,33,45,47
VIM-2 inhibitor,-3.3,0.9,0.0,1.4,-3.5,1.0,-2.0
pCIP destab,-11.8,-4.9,3.2,-0.6,-9.1,0.8,9.5
IMP-1 inh,-1.8,0.9,-2.4,-1.7,-2.4,0.0,-2.9
GPR7 antag,7.2,-4.6,-5.6,12.1,-9.1,6.7,-15.7
IDE act,3.7,6.2,5.0,1.6,5.8,-2.6,-9.0
PHOSPHO1 inh,-1.4,-3.7,27.9,37.3,10.8,15.9,-4.6
PfM18AAP inh,-1.7,10.7,9.9,-8.7,1.0,15.4,56.9*
IDE inh,0.4,7.4,3.9,-3.5,3.5,3.7,12.9
NALP1 yeast inh,7.6,12.4,3.1,26.9,-1.1,18.6,16.3

Source: PubChem (several laboratories)
